SENP8 block-1 – SENP8 protease inhibitors, primary screen, biochemical, luminescence. inhibition, % at 10 µM. Sentrin-specific protease 8 (Homo sapiens), Q96LD8. AID 2540, 2010. purified SENP8, Z-RLRGG-aminoluciferin cleavage. 330,000 tested, 1.2% active; in the data active = inhibition above about 50%
SENP1 FRET inh – human SENP1 catalytic domain inhibitors, primary screen, biochemical, FRET, uHTS; inhibition, % at 10 µM; recombinant SENP1 catalytic domain, CyPet-SUMO1-YPet FRET cleavage; AID 624204, 2012; 360,000 tested, 0.21% active;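 active = inhibition at least 30% at 10 µM, raw YFP signal under a set limit, fluorescence ratio 0.5 to 1.5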;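 also: 0% = enzyme with DMSO and 100% = no enzyme wells; some results filed as inactive read as strong as hits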
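Test system: human SENP1 catalytic domain; medium: Tris pH 8 buffer plus EDTA, NaCl, BME, BSA, NP40, catalase; incubation: 50 min reaction at room temperature; technique: FRET, CFP and YFP emission; controls: no-enzyme low control and enzyme-plus-DMSO high control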
SENP8 block-2 – human SENP8 protease inhibitors, primary screen, biochemical, fluorescence, Nedd8 protein substrate, uHTS | recombinant SENP8 | 360,000 tested, 0.64% active | AID 602440, 2012 | inhibition, % at 20 µM; in the data active = inhibition mostly above about 40%, no sharp cut-off; inactive = mostly below about 27%
NLRP3 yeast inh – NALP3 inflammasome inhibitors in reconstituted yeast, primary screen, luminescence, uHTS; inhibition, % at 10 µM; 330,000 tested, 0.39% active; Yeast reconstituted NLRP3/ASC/caspase-1, beta-gal luminescence, 24 h;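 active = inhibition of 50% or more; inactive = inhibition below 50%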;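 also: plate controls were induced DMSO wells for no effect and uninduced yeast grown without galactose for full effect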
PfG6PD inh – PfG6PD enzyme inhibitors, primary screen, biochemical, fluorescence intensity, uHTS | inhibition, % at 20 µM | AID 504690, 2011 | PfGluPho enzyme, NADPH resazurin-diaphorase fluorescence | 350,000 tested, 0.78% active;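 active = inhibition reaching at least a set limit at 20 µM in the primary screen, cut at about 59% in these data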;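 also: 0% = DMSO wells with substrate and 100% = DMSO wells lacking glucose-6-phosphate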
SENP7 block – SENP7 protease inhibitors, primary screen, biochemical, luminescence, uHTS; Sentrin-specific protease 7 (Homo sapiens), Q9BQF6; recombinant SENP7, Z-RLRGG-aminoluciferin luminescence, 40 min; inhibition, % at 5 µM; 330,000 tested, 1.5% active; AID 434973, 2010;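 active = inhibition above about 50% at the single test dose, limit read from the data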;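 also: plate controls were DMSO with enzyme for no effect and no enzyme buffer wells for full effect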
Apaf-1 inh – inhibitors of human Apaf-1 apoptosome, primary screen, biochemical, DEVD-Rh110 fluorescence, uHTS | reconstituted apoptosome caspase-3 activity | inhibition, % at 20 µM | 330,000 tested, 0.71% active | AID 489030, 2010; active = inhibition of at least 40% at 20 µM;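 also: plate controls were DMSO wells for no effect and DEVD-CHO caspase inhibitor wells for full effect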
Target sequence (O14727 whole entry, looked up): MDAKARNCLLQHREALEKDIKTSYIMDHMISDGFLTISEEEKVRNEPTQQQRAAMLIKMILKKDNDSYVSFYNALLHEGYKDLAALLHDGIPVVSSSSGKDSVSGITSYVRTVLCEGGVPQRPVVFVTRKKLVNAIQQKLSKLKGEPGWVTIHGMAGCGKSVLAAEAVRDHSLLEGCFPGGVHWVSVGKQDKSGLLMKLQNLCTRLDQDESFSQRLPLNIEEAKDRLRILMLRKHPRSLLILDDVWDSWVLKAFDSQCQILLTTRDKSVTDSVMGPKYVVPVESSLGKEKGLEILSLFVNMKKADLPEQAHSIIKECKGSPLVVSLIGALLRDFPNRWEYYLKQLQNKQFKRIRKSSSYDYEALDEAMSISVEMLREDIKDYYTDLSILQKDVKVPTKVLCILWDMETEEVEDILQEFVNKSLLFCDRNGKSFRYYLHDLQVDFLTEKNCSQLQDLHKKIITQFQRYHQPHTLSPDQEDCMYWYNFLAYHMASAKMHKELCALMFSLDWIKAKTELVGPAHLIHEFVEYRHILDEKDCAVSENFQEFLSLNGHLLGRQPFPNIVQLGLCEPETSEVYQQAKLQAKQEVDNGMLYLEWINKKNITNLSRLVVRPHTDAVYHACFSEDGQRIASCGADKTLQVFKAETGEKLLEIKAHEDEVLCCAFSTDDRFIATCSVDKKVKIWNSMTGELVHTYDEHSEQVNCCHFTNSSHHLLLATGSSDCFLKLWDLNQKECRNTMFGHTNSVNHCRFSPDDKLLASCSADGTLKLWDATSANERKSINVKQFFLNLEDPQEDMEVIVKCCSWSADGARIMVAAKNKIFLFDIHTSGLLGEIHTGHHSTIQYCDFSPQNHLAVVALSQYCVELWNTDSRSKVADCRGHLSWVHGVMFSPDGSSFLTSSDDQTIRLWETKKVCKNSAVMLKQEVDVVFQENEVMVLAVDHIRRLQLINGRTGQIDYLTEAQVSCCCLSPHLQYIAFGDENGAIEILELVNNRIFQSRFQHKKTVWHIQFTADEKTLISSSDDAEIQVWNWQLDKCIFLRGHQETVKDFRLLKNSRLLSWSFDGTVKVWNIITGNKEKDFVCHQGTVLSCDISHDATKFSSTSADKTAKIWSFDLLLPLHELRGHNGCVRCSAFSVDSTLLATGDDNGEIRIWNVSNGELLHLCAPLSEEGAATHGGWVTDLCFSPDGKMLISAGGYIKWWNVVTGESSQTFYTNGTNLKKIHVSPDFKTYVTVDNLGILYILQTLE
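Material: cell-free apoptosome with Apaf-1, procaspase-3 and caspase-9; Buffer or medium: Hepes pH 7.5 with detergent and BSA; Reagent: cytochrome c trigger plus (Z-DEVD)2-Rh110 caspase-3 substrate; Times: compound with Apaf-1, dATP, procaspase-3 30 min, then 50 min reaction, room temperature; Technique: Rh110 fluorescence intensity.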
SENP6 block – SENP6 protease inhibitors, primary screen, biochemical, luminescence, uHTS; inhibition, % at 10 µM; AID 2599, 2010; 330,000 tested, 1.8% active; Recombinant SENP6 catalytic domain, aminoluciferin luminescence;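 active = inhibition above about 50% at the single tested dose, limit read from the data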;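 also: plate controls were DMSO wells with enzyme for no effect and DMSO wells lacking enzyme for full effect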
HKDC1 inhibitor – HKDC1 hexokinase inhibitors, primary screen, biochemical, fluorescence, uHTS | recombinant HKDC1, G6PDH/diaphorase resazurin coupled fluorescence | inhibition, % at 20 µM | 340,000 tested, 0.16% active;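 active = inhibition above about 35% when tested at 20 µM, limit read from the data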;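 also: plate controls were DMSO wells with enzyme for no effect and DMSO wells lacking enzyme for full effect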
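Material: recombinant HKDC1 hexokinase; Amount: HKDC1 at 5 µg/mL; Medium: Tris pH 8.0 buffer with MgCl2, Tween-20, BSA, BME; Schedule: 90 min reaction incubation at room temperature, dark; Technique: coupled resazurin fluorescence, excitation 525 nm, emission 613 nm.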
Starred values were filed as active, the others as inactive; / = no result given.

SMILES	SENP8 block-1	SENP1 FRET inh	SENP8 block-2	NLRP3 yeast inh	PfG6PD inh	SENP7 block	Apaf-1 inh	SENP6 block	HKDC1 inhibitor
CC(=O)Nc1cccc(/C(C)=N\NC(=O)c2ccc(Cn3nc([N+](=O)[O-])c(Cl)c3C)o2)c1	-6.1	2.9	22.9	-2.5	-2.8	-10.2	-1.7	-8.4	-7.2
Cn1c(SCC(=O)NCCc2ccccc2)nnc1C1CCCCC1	-1.3	3.2	11.5	3.4	-17.6	-0.6	0.5	-25.8	-4.6
COc1cc(/C=C2\SC(=S)N(CC(=O)O)C2=O)ccc1OC(=O)c1ccco1	-13.6	38.9*	23.9	24.8	-6.0	1.2	8.1	3.1	6.2
CC(=O)Nc1ccc(S(=O)(=O)NC2CC2)cc1	4.2	1.6	14.9	21.4	-5.9	-4.8	-3.3	8.8	-3.5
CCCOC(=O)c1ccc(-c2ccc(C=O)o2)cc1	-15.3	-0.8	-13.3	3.8	10.4	-16.9	-1.3	-13.9	1.8
O=C(OCC(=O)N1CCCc2ccccc21)c1ccc(C(F)(F)F)cc1	-1.5	-3.5	8.1	4.2	-8.2	3.5	20.8	-14.5	-0.3
O=C(Cc1c(Cl)cccc1Cl)Nc1ccc(S(=O)(=O)Nc2ncccn2)cc1	4.5	-1.0	10.6	12.1	-6.5	1.2	3.4	-1.2	-4.7
CCc1ccc(NC(=O)C2CCCN2S(=O)(=O)c2ccc3c(c2)n(C)c(=O)c(=O)n3C)cc1 (stereo unspecified)	5.6	-6.0	-35.0	-6.6	-3.2	3.4	-5.5	12.4	-5.2
CCCN(CCC)C(=O)C1c2ccccc2Oc2ccccc21	2.1	21.4	-3.5	0.3	-24.1	0.5	6.8	-14.3	-4.8
CC(=O)Nc1cccc(C(=O)NNC(=O)c2ccc(-n3cnnn3)cc2)c1	7.6	1.8	9.6	18.7	-38.8	-0.4	-2.2	-17.7	-4.6
COc1ccc(/C(O)=C2/C(=O)C(=O)N(CC3CCCO3)C2c2ccc(OC)c(OC)c2)cc1 (stereo unspecified)	-3.1	-0.3	19.4	1.4	-2.8	-2.1	1.2	-3.3	-1.5
COc1ccccc1CC(=O)NCCc1c[nH]c2ccccc12	-1.4	-3.4	2.3	14.8	6.7	-7.8	-0.7	18.9	-7.3
COc1ccc(-c2ccc3oc(-c4ccsc4)c(-c4ccc(OC)cc4)c3c2)cc1	-10.4	3.1	-283.9	4.2	-9.0	-16.2	3.3	-10.8	-2.1
CC(C)(C)c1ccc(NC(=O)CSc2n[nH]c(=O)n2-c2cccnc2)cc1	-8.8	1.9	2.3	0.5	11.5	-6.7	4.2	-27.2	1.2
Cn1cccc1/C=N/N1CCN(Cc2ccccc2)CC1	-2.0	3.7	13.8	23.8	11.3	7.0	-23.4	-0.8	-5.1
O=C1CC(C(F)(F)F)=NN1	8.9	2.3	30.5	7.0	-1.2	-0.3	-15.4	0.4	3.1
CCCCN1C(=O)C(=O)N(CC(=O)Nc2ccc(C(N)=O)cc2)C1=O	0.3	-0.3	7.1	-1.6	-9.5	1.8	-15.9	-5.0	-3.4
CCCCOc1ccc(C(=O)N/N=C/c2ccc(OCCN3CCCCC3)c(OC)c2)cc1	-7.1	1.0	-40.8	0.7	-15.6	-7.0	30.2	-17.5	-3.8
CC1(C)CNC(=O)CC(C)(C)N1	5.5	0.3	11.8	4.7	-7.8	2.9	-0.7	4.2	-12.0
Cc1cccc(Nc2nc(N)c([N+](=O)[O-])c(NCCO)n2)c1	-3.8	-0.3	13.0	14.5	15.7	-2.9	-5.6	-1.5	0.2
COc1ccc(N(CC(=O)NCCSc2ccccn2)S(=O)(=O)c2ccccc2)cc1Cl	-9.6	-2.8	2.7	5.4	1.4	-6.9	8.4	7.2	-1.9
COc1ccc(/C=N/n2c(C)nc3ccccc3c2=O)cc1OC	0.7	-0.5	11.0	9.4	5.9	-3.9	-2.4	10.1	-4.8
O=c1ccnc(Nc2ccc(Cl)cc2)[nH]1	-3.3	1.6	14.6	5.4	-2.6	3.7	5.7	-2.5	-4.3
Cc1cccc(C)c1NC(=O)CN(C)C(=O)CC1Sc2ccccc2NC1=O (stereo unspecified)	-0.5	0.6	7.4	1.6	5.9	-1.6	0.7	0.5	4.2
COCCNC(=O)C(=O)Nc1cc2c3c(c1)C(C)C(=O)N3CCC2 (stereo unspecified)	-9.1	0.3	5.4	-10.3	0.8	-13.9	-7.6	1.1	-6.3
CCC(C)NC(=O)COC(=O)c1cccnc1Nc1ccccc1F (stereo unspecified)	-12.6	2.5	-12.3	22.3	-3.5	7.4	-2.5	11.6	-5.7
O=C(Nc1sc2c(c1C(=O)O)CCCC2)C(=O)N1CCOCC1	-3.2	5.7	21.0	10.4	6.8	1.7	-2.6	0.2	0.7
Cc1ccc(Nc2nc(Cl)nc3ncn(C)c23)c(C)c1	/	-0.7	6.4	/	-3.5	/	/	/	-1.4
O=C(CSc1nnc(-c2cccnc2)o1)Nc1ccc(Cl)cc1	4.9	1.6	8.4	0.9	32.4	-0.3	-0.9	4.5	-1.1
C=CCNc1sc(C(=O)c2ccccc2)c(N)c1C#N	-0.8	-2.5	21.3	6.9	-9.3	-3.3	0.5	0.8	-2.6
O=C(Nc1ccc(CN2CCCCC2)cc1)c1sc2ccccc2c1Cl	-0.5	2.9	4.9	10.0	6.5	1.4	-9.8	-12.3	-6.5
CC(=O)Nc1ccc(S(=O)(=O)c2ccc(N)cc2)cc1N	-4.7	-1.0	-44.5	8.9	-2.2	0.5	-5.3	-6.2	-5.4
O=C(CCCn1c(=O)c2sccc2n(CC(=O)NCc2ccco2)c1=O)NCc1ccco1	2.7	2.8	12.0	15.8	-17.0	-4.4	-28.2	-5.3	3.6
O=C(CSc1nc2ccccc2c(=O)n1CC1CCCO1)Nc1ccccc1Cl (stereo unspecified)	1.3	-0.6	12.0	5.4	2.4	6.4	5.6	8.5	1.6
S=C(Nc1ccc2c(c1)OCO2)Nc1ccc2c(c1)OCO2	4.9	-8.8	52.8*	17.4	29.8	7.5	8.2	36.8	1.8
OC1(Cc2cc(-c3ccccc3)no2)CCN(CCCc2ccccc2)CC1	-8.4	-7.8	-1.5	17.7	-10.7	-3.7	6.5	18.5	1.1
CC1CCN(S(=O)(=O)c2ccc(C(=O)OC(C)C(=O)NC3CCCCC3C)cc2)CC1 (stereo unspecified)	3.7	-0.8	19.0	4.6	9.5	5.5	-6.7	10.0	-0.9
COc1cc(/C=C/c2ccc3cccc(OC)c3n2)c(O)c([N+](=O)[O-])c1	-1.6	2.2	15.1	12.1	28.4	3.7	0.2	-7.3	-7.2
O=C(O)Cn1c(SCc2ccccc2)nc2ccccc21	0.5	3.2	27.4	-7.2	-5.8	3.8	-2.9	10.2	3.4
CCNC(=O)CC1C(=O)N(c2ccc(C)cc2)C(=O)N1Cc1ccccn1 (stereo unspecified)	-2.3	0.9	2.9	22.6	-3.5	11.4	-26.7	5.5	-6.3
Cc1ccc(NC(=O)CCn2c(=O)oc3ccccc32)c(C)c1	0.5	0.6	7.5	13.4	2.5	7.1	1.9	-7.0	1.3
COc1ccc(CNC(=O)c2c(O)c3cccc4c3n(c2=O)CCC4)cc1OC	-12.7	-2.3	-32.6	27.7	-14.2	-9.4	11.6	2.6	-5.9
CNC(=O)CN1C(=O)NC(Cc2c[nH]c3ccccc23)C1=O (stereo unspecified)	8.7	1.3	17.0	7.9	2.5	-5.1	-9.2	-4.5	-6.1
CCOc1c(CNCCNC(=O)c2nonc2N)cccc1OC	1.1	1.4	21.5	6.1	3.5	0.7	-8.4	5.9	-1.8
Nc1c(Br)cc(Br)c2c1C(=O)c1c(cccc1S(=O)(=O)O)C2=O	/	11.3	18.2	/	-21.1	/	/	/	8.2
CCCCCC1(C)NC(=S)N(c2ccccc2)N1 (stereo unspecified)	-6.4	1.0	20.9	9.8	11.0	5.6	-1.2	-2.5	-6.5
Cc1cccc(C2N(c3nccs3)C(=O)C3CCCN32)c1 (stereo unspecified)	-0.3	-48.5	-8.9	-8.9	15.1	1.8	8.5	-12.0	-6.5
O=C(CCCCn1c(=S)[nH]c2ccsc2c1=O)NCc1ccco1	-5.8	-0.8	7.9	12.3	16.2	-1.8	-5.0	-8.7	-5.5

Sorted by molecular weight (high to low): part of the list above
SMILES	SENP8 block-1	SENP1 FRET inh	SENP8 block-2	NLRP3 yeast inh	PfG6PD inh	SENP7 block	Apaf-1 inh	SENP6 block	HKDC1 inhibitor
COc1cc(/C=C/c2ccc3cccc(OC)c3n2)c(O)c([N+](=O)[O-])c1	-1.6	2.2	15.1	12.1	28.4	3.7	0.2	-7.3	-7.2
CCOc1c(CNCCNC(=O)c2nonc2N)cccc1OC	1.1	1.4	21.5	6.1	3.5	0.7	-8.4	5.9	-1.8
Cc1ccc(NC(=O)CCn2c(=O)oc3ccccc32)c(C)c1	0.5	0.6	7.5	13.4	2.5	7.1	1.9	-7.0	1.3

Other entries follow:
SMILES	SENP8 block-1	SENP1 FRET inh	SENP8 block-2	NLRP3 yeast inh	PfG6PD inh	SENP7 block	Apaf-1 inh	SENP6 block	HKDC1 inhibitor
Cc1ccccc1NS(=O)(=O)c1nnc(NC(=O)c2ccc(Cl)cc2)s1	-2.2	-1.8	-72.0	25.3	-72.8	2.8	19.8	-8.0	7.3
CCN(C[C@H]1N[C@@](CC)(C(=O)OC)[C@H]2C(=O)N(Cc3ccccc3)C(=O)[C@@H]12)C(=O)Nc1ccc(C)cc1	-4.9	4.2	14.4	8.4	1.6	1.3	9.8	7.5	0.6
Cc1ccccc1-n1c(=O)cc(N2CCN(C(=O)c3ccco3)CC2)[nH]c1=O	2.3	-1.3	2.8	15.1	7.3	7.7	0.9	6.5	-6.4
COCCn1c(SCC(=O)Nc2ccc(F)cc2)nc2c(oc3ccccc32)c1=O	1.8	2.1	14.9	7.1	13.0	6.4	-5.7	16.8	-0.2
Cc1ccc(OCc2cc(C(=O)N(C)Cc3nccn3C)no2)cc1C	-6.1	-1.3	12.2	7.6	-1.0	-13.4	5.5	-7.9	-7.3
CCSc1nc2c(c(=O)[nH]c(=O)n2C)n1C/C=C(/C)Cl	-0.1	-0.6	8.4	-2.1	-7.9	-1.6	-7.0	19.0	-2.5
Cc1cccc(Cc2ccc(Cl)nn2)c1	-0.2	-0.9	-4.9	16.7	7.0	3.5	11.1	17.2	-4.5
O=C(O)CSc1nnnn1-c1ccc2c(c1)OCCO2	-14.8	0.0	26.2	7.2	-16.3	-3.8	-1.9	-23.3	0.5

Compound activity deposited in PubChem BioAssay by Sanford-Burnham Center for Chemical Genomics.
